NCI-60 one-dose screen, 48 h, at 10 µM unless noted. Numbers give growth in % (100 = growth as untreated, 0 = no growth, -100 = all killed).
SW-620 – SW-620 colon cancer | AID 1794795 | actives 5.2% (n = 82,000)
HCT-116 – HCT-116 colon cancer | actives 7.3% (n = 82,000) | AID 1794798
SNB-75 – SNB-75 CNS cancer | actives 5% (n = 79,000) | AID 1794750
COLO 205 – COLO 205 colon cancer. actives 7.3% (n = 79,000)
HT29 – HT29 colon cancer. AID 1794748. actives 7.4% (n = 81,000)
HCC-2998 – HCC-2998 colon cancer; AID 1794799; actives 4.7% (n = 79,000)
KM12 – KM12 colon cancer cells | AID 1794800 | actives 5% (n = 82,000)
NCI-H322M – NCI-H322M lung cancer; actives 2.7% (n = 80,000)
HCT-15 – HCT-15 colon cancer; actives 5.2% (n = 82,000)
An asterisk follows results filed as active; · = not tested or not shown; & = joins results of further samples. Rule for the calls: active = growth percent below 10; inactive = the rest.

nr | smiles | SW-620 | HCT-116 | SNB-75 | COLO 205 | HT29 | HCC-2998 | KM12 | NCI-H322M | HCT-15
1 | C=C(C)[C@@H]1CC[C@]2(C)[C@H](CCC34OC(=O)[C@@]5(CCC(C)(C)C[C@@H]35)CC[C@]42C)[C@@]1(C)CCC#N | 98 | 98 | 82 | 114 | 99 | 99 | 100 | 99 | 99
2 | C=CCn1c(SCC(=O)Nc2ccc(C(=O)/C=C/c3ccc(Cl)cc3)cc2)nnc1-c1cc(-c2ccc(S(C)(=O)=O)cc2)nc2ccccc12 | 102 | 28 | 67 | 107 | 104 | 104 | 96 | 93 | 84
3 | CCOc1ccc(NC(=O)c2ccoc2COc2ccccc2)cc1 | 104 | 94 | 107 | 123 | 107 | 109 | 99 | 100 | 101
4 | CCOC(=O)c1csc(NC(=O)COc2cccc(/C=C3\Oc4cc(OC)ccc4C3=O)c2)n1 | 108 | 91 | 78 | 110 | 101 | · | 84 | 100 | 79
5 | O=C(CSc1nnc2n1S(=O)(=O)c1ccccc1N2c1ccccc1)Nc1nc2ccc([N+](=O)[O-])cc2s1 | 99 | 93 | 146 | 101 | 127 | 111 | 99 | 103 | 96
6 | NS(=O)(=O)c1ccc(CCNC(=O)CSc2ccc(-c3ccc(Cl)cc3)nn2)cc1 | 80 | 42 | · | 101 | 86 | 107 | 81 | 99 | 105
7 | COC(=O)Oc1ccc(Cl)cc1Cl | 107 | 91 | · | 109 | 102 | 111 | 99 | 90 | 102
8 | CCC1(C)OC(=O)NC1=O (configuration not stated) | 110 | 88 | 100 | 103 | 100 | 99 | 107 | 105 | 100
9 | ClNc1nc(NCl)nc(NCl)n1 | 105 | 110 | 92 | 118 | 102 | 99 | 106 | 110 | 100
10 | COc1ccc(/C(=C\c2cc(OC)c(OC)c(OC)c2)C(=O)N2CCN(c3ccccc3)CC2)cc1O | 104 | 106 | 77 | 111 | 101 | 98 | 97 | 100 | 97
11 | Cc1cccc(Nc2cc(N)nc(N)n2)c1 | 100 | 102 | 91 | 105 | 103 | 97 | 100 | 106 | 98
12 | COc1cc(Cl)cc(-c2nn(C(=O)NCCN(C)C)cc2-c2ccncc2)c1 | 107 | 90 | 50 | 52 | 35 | 115 | 107 | 121 | 91
13 | C=CC(C)(C)[N+](C)(C)C | 104 | 109 | 99 | 103 | 106 | 107 | 103 | 100 | 95
14 | O=C(O)c1ccccc1C(=O)Nc1ccccc1C(F)(F)F | 101 | 100 | 84 | 106 | 99 | 106 | 103 | 99 | 100
15 | CCCCC[n+]1ccc(SCC(=O)N(C)c2ccc(Br)cc2)c2ccccc21 | 96 | 95 | 118 | 104 | 95 | 108 | 102 | 99 | 102
16 | COc1ccc(C(O)c2cc3c(N)c(C(=O)Nc4cccc(Cl)c4)sc3nc2C)cc1 (configuration not stated) | 27 | 10 | 31 | 3.7* | 8.3* | -20* | 9.9* | 47 | 12
17 | NS(=O)(=O)c1ccc(N2N=C(c3ccc(NC(=S)Nc4ccccc4)cc3)CC2c2ccc(Cl)cc2)cc1 (configuration not stated) | 79 | 45 | 83 | 77 | 67 | 57 | 18 | 79 | 73
18 | N#CCC1CCCC1 | 104 | 100 | 79 | 109 | 105 | 104 | 110 | 111 | 100
19 | CSc1ccc(OCc2nc3ccccc3n2-c2cccc(NS(C)(=O)=O)c2)cc1 | 94&102 | 71&101 | 69&80 | 91&120 | 110&109 | 112&122 | 79&103 | 105&106 | 93&115
20 | COc1cc(/C=N/NC(=O)CSc2nc3ccccc3c(=O)n2CCc2ccc(S(N)(=O)=O)cc2)ccc1O | 94 | 84 | 102 | 111 | 89 | 92 | 83 | 99 | 99
21 | S=C1Nc2ccccc2C1(C1=CNC2C=CC=CC12)C1=CNC2C=CC=CC12 (configuration not stated) | 94 | 101 | 88 | 109 | 105 | 106 | 102 | 98 | 99
22 | OCC12CCCC(CO)(COC1)C2O (configuration not stated) | 97 | 100 | 96 | 107 | 105 | 100 | 107 | 115 | 106
23 | Cn1c(N)nc(N)c(NC=O)c1=O | 98 | 107 | 95 | 118 | · | 95 | 102 | 115 | 102
24 | CC(C)(C)OC(=O)CN1CCc2c(sc3ncnc(N/N=C/c4cccc5ccccc45)c23)C1 | 34 | 26 | 46 | 18 | 45 | 44 | 53 | · | 17

Overlap with the part before: six entries, then new ones.
nr | smiles | SW-620 | HCT-116 | SNB-75 | COLO 205 | HT29 | HCC-2998 | KM12 | NCI-H322M | HCT-15
19 | CSc1ccc(OCc2nc3ccccc3n2-c2cccc(NS(C)(=O)=O)c2)cc1 | 94&102 | 71&101 | 69&80 | 91&120 | 110&109 | 112&122 | 79&103 | 105&106 | 93&115
20 | COc1cc(/C=N/NC(=O)CSc2nc3ccccc3c(=O)n2CCc2ccc(S(N)(=O)=O)cc2)ccc1O | 94 | 84 | 102 | 111 | 89 | 92 | 83 | 99 | 99
21 | S=C1Nc2ccccc2C1(C1=CNC2C=CC=CC12)C1=CNC2C=CC=CC12 (configuration not stated) | 94 | 101 | 88 | 109 | 105 | 106 | 102 | 98 | 99
22 | OCC12CCCC(CO)(COC1)C2O (configuration not stated) | 97 | 100 | 96 | 107 | 105 | 100 | 107 | 115 | 106
23 | Cn1c(N)nc(N)c(NC=O)c1=O | 98 | 107 | 95 | 118 | · | 95 | 102 | 115 | 102
24 | CC(C)(C)OC(=O)CN1CCc2c(sc3ncnc(N/N=C/c4cccc5ccccc45)c23)C1 | 34 | 26 | 46 | 18 | 45 | 44 | 53 | · | 17
25 | O=C(O)COc1ccc(-c2ccc(Br)cc2)cc1 | 98 | 95 | 94 | 108 | 99 | 106 | 101 | 106 | 110
26 | Cc1cc(C)c2c(Nc3ncnc4c3sc3nc(C)cc(C)c34)n[nH]c2n1 | 101 | 103 | 94 | 109 | 102 | 113 | 111 | 111 | 93
27 | CCCCC/C=C/C(=O)CCc1ccc(O)c(OC)c1 | 68 | 14 | 63 | 108 | 93 | 21 | 31 | 106 | 88
28 | C=CCn1c(SCC(=O)Nc2ccc(OC)cc2)nnc1-c1cc(-c2ccccc2)nc2ccccc12 | 101 | 101 | 84 | 112 | 107 | 109 | 105 | · | 107
29 | O=C(Nc1c(Cl)cccc1Cl)Oc1ccc(Cl)cc1 | 108 | 100 | 102 | 101 | 108 | 104 | 102 | 103 | 105
30 | N=C(N)c1ccc(-c2ccc(-c3ccc(Cl)c(Cl)c3)s2)cc1 | -65* | -47* | 103 | -18* | 6.0* | -54* | -91* | -3.2* | -63*
31 | C=C(C)[C@@H]1CC[C@]2(COCCCNCCC#N)CC[C@]3(C)[C@H](CC[C@@H]4[C@@]5(C)CC[C@H](OCCC#N)C(C)(C)[C@@H]5CC[C@]43C)[C@@H]12 | 103 | 92 | 100 | 115 | 105 | 104 | 92 | 106 | 91
32 | Nc1ccc(C(=O)O)cc1[N+](=O)[O-] | 101 | 84 | 91 | 97 | 106 | 97 | 99 | 108 | 97
33 | O=[N+]([O-])c1ccc(N/N=C(\Oc2ccccc2)c2ccc([N+](=O)[O-])cc2)cc1 | 95 | 69 | 66 | 101 | 74 | 100 | 89 | 88 | 42
34 | CCOC(=O)CC1CSC(N/N=C/c2ccc(-n3cccn3)cc2)=N1 (configuration not stated) | 106 | 99 | 101 | 126 | 99 | 103 | 103 | 104 | 104
35 | O=C(CSc1nc2ccc([N+](=O)[O-])cc2[nH]1)Nc1ccc(Br)cc1 | 74 | 28 | 62 | 41 | 75 | 80 | 56 | 87 | 56
36 | O=c1c2ccccc2nc(COc2ccccc2)n1/N=C/C=C/c1ccccc1 | 92 | 97 | 83 | 113 | 98 | 101 | 111 | 93 | 77
37 | COc1ccc(C2CC(c3cccc(Nc4ccncc4)c3)=Nc3c(N)ncnc3N2)cc1 (configuration not stated) | 90 | 82 | 66 | 74 | 72 | 97 | 78 | 90 | 96
38 | C=C1C(=O)O[C@H]2[C@H]1CC/C(COC(=O)c1ccc(Br)cc1)=C\CC[C@@]1(C)O[C@@H]21 | -48* | -84* | 56 | -67* | -52* | 87 | 56 | 61 | -26*
39 | COc1ccc(C2SCC(=O)N2NC(=O)c2ccc(C)nc2)cc1 (configuration not stated) | 114 | 103 | 116 | 124 | 125 | 94 | 109 | 112 | 99
40 | CC(C)[C@@H]1NC(=O)[C@]2(C)CSC(=N2)c2ccnc(c2)CNC(=O)C[C@@H](/C=C/CCS)OC1=O | 4.7* | -39* | 26 | -70* | 2.8* | -66* | 6.1* | 4.4* | 52
41 | CCOP(=O)(OCC)c1nc(-c2ccccc2)oc1NCc1ccc(F)cc1 | 107 | 96 | 81 | 118 | 105 | 107 | 106 | 101 | 101
42 | Cc1ccc(Oc2nc3ccccc3cc2-c2nnc(Cn3c(COc4ccccc4)nc4ccccc43)o2)cc1 | 18 | -2.0* | 55 | 85 | 4.5* | 64 | 17 | 92 | 17
43 | CC(=O)Nc1cc(S(=O)(=O)O)cc2cc(S(=O)(=O)O)c(N=Nc3ccc(C(=O)Nc4ccc5cc(S(=O)(=O)O)ccc5c4)cc3)c(O)c12 | 90 | 93 | 86 | 119 | 93 | 92 | 89 | 86 | 68
44 | O=C(Oc1ccc(Cl)cc1Cl)c1cccs1 | 104 | 94 | 107 | 96 | 86 | 102 | 99 | 81 | 105
45 | O=C(C(=O)c1ccc(O)cc1O)c1ccc(O)cc1O | 101 | 86 | 96 | 107 | 100 | 98 | 106 | 81 | 94
46 | CC/C=C\C/C=C\C/C=C\C/C=C\C/C=C\CCCC(=O)OCC | 106 | 108 | 93 | 120 | 108 | 109 | 113 | · | 101
47 | N#CC1(C#N)C(c2ccc([N+](=O)[O-])o2)OC23CCCCC2C1(C#N)C(=N)O3 (configuration not stated) | 104 | 90 | 105 | 118 | 102 | 112 | 99 | 111 | 103
48 | CC(C)(C)OC(=O)CN1CCc2c(sc3ncnc(N/N=C/c4cccc(Br)c4)c23)C1 | 51 | 34 | 55 | 28 | 72 | 67 | 60 | 55 | 33
49 | O=C(Nc1ccc(-c2ccc3c(c2)NC(=O)/C3=C\c2ccc[nH]2)cc1)NC1CC1 | 103 | 97 | 90 | 115 | 88 | 107 | 19 | 80 | 88
50 | CC(=O)C(/C=N/C(N)=O)=C(/C)O | 105 | 105 | 94 | 120 | 101 | 106 | 111 | 113 | 104
51 | COc1ccc(/C(C)=N/NC(=O)CSc2nc3ccccc3c(=O)n2CCc2ccc(S(N)(=O)=O)cc2)cc1OC | 100 | 93 | 84 | 108 | 104 | 98 | 97 | 97 | 94
52 | NC(=O)c1csc(CCNC(=O)c2ccccc2)n1 | 99&104 | 92&105 | 89&97 | 109&104 | 106&102 | 94&106 | 96&109 | 103&108 | 100&110
53 | O=C(NNC(=O)c1ccc(OCc2nc3ccc(Cl)cc3[nH]2)cc1)Nc1ccc(Cl)c(C(F)(F)F)c1 | 65 | 4.5* | 60 | 86 | 68 | 74 | 49 | 44 | 98
54 | O=S(=O)(Nc1ccc(OCc2nnc(-c3ccccc3)o2)c(F)c1)c1ccc(Cl)cc1 | 109 | 90 | 75 | 114 | 116 | 95 | 111 | 123 | 91
55 | CCCNCC(O)CNc1ccc(Cl)cc1 (configuration not stated) | 107 | 96 | 96 | 104 | 103 | 96 | 106 | 107 | 104
56 | O=C(O)c1ccc(C(=O)c2cc([N+](=O)[O-])cc([N+](=O)[O-])c2)cc1 | 114 | 98 | 110 | 120 | 101 | 102 | 114 | 118 | 105
57 | O=C(/C=C/c1ccc(F)cc1)c1c(O)c2ccccc2oc1=O | 106 | 103 | 88 | 126 | 122 | 113 | 101 | 104 | 93
58 | O=C(c1c[nH]c2ccccc12)c1n[nH]c(=S)n1-c1ccc([N+](=O)[O-])cc1 | 100 | 90 | 95 | 97 | 99 | 58 | 67 | 95 | 65
59 | Nc1nc(SCc2ccccc2CCl)c2[nH]cnc2n1 | 87 | 90 | 77 | 100 | 78 | 97 | 99 | 101 | 86
60 | CC1=C(c2ccccc2)C(O)(c2ccccc2)C(C)C1=O (configuration not stated) | 70 | 76 | 86 | 112 | 80 | 84 | 83 | 96 | 91
61 | C=C(CN=[N+]=[N-])[C@@H]1CC[C@]2(C(=O)OC)CC[C@]3(C)[C@H](CC[C@@H]4[C@@](C)(CCC#N)[C@H](C(=C)CN=[N+]=[N-])CC[C@]43C)[C@@H]12 | 78 | 45 | 101 | 89 | 81 | 88 | 77 | 89 | ·
62 | Cc1ccc(-c2csc3c2c(=O)[nH]c2nnnn23)cc1 | 105 | 93 | 87 | 102 | 109 | 96 | 94 | 94 | 92
63 | NS(=O)(=O)c1ccc(-c2cc(-c3nnc(SCC(=O)Nc4ccc(C(=O)/C=C/c5ccc(Cl)cc5)cc4)n3-c3ccccc3)c3ccccc3n2)cc1 | 98 | 7.5* | 54 | 103 | 95 | 105 | 92 | 89 | 95
64 | COc1ccccc1N=Nc1c(S(=O)(=O)O)cc2cc(NC(=O)Nc3ccc4c(O)c(N=Nc5c(N)ccc6cc(S(=O)(=O)O)ccc56)c(S(=O)(=O)O)cc4c3)ccc2c1O | 105 | 106 | 89 | 112 | 104 | 107 | 99 | 105 | 113
65 | Cc1ccc(NC(=O)CC2C(=O)N(Cc3ccccc3)c3nc4ccccc4n32)cc1 (configuration not stated) | 103 | 99 | 92 | 119 | 106 | 102 | 102 | 107 | 76
66 | COc1ccc(C(C#N)CC(=O)c2ccc(OC)c(OCc3ccccc3)c2)cc1OC (configuration not stated) | 95 | 75 | 79 | 115 | 99 | 101 | 79 | 109 | 78

Screens: PubChem BioAssay, NCI
